MEX-5 binding – MEX-5 zinc finger RNA-binding disruptors – biochemical, C. elegans, fluorescence polarization, MLPCN library, primary screen | Zinc finger protein mex-5 (Caenorhabditis elegans), Q9XUB2 | MEX-5/FITC-TCR2 RNA binding; hits give low values | activity score (negative = inhibition of binding), % at 10 µM | hit rate 0.38% among 300,000 | AID 1832, 2009;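 active = inhibition past about -25% in most replicates, and total fluorescence under double the plate's negative control median, limit read from the data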;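 note: 0% = DMSO and -100% = 5 µM competing unlabeled TCR2 RNA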
Numbers without * were called inactive. These rows are one share of the data (hit frequency here may not be typical).

| Compound | MEX-5 binding |
| --- | --- |
| Cc1cccc(-n2c(O)c(C)c(=O)[nH]c2=S)c1 | 20.8 |
| COc1ccccc1N1CCN(C2CCCN(C(=O)COc3ccccc3Cl)C2)CC1 (stereo unspecified) | 0.8 |
| CC12CCC3C(CC=C4CC(O)CCC43C)C1C/C(=C\N1CCCC1)C2=O (stereo unspecified) | -0.9 |
| CN(C)CC1Oc2ccccc2OC1(O)c1ccccc1 (stereo unspecified) | 4.7 |
| COc1cc(-n2c(=S)[nH]c3ccc(C)cc3c2=O)c(Cl)cc1Cl | 1.3 |
| O=C1NC(=S)NC(=O)C1=Cc1cccn1-c1ccc(O)cc1 | -3.9 |
| CCC1(C)OC(c2ccccc2)=C/C(=C/C=C2C(=O)NC(=O)NC2=O)O1 (stereo unspecified) | 10.6 |
| CCCn1cc2c3c(cccc31)C1CC(C)CN(C)C1C2 (stereo unspecified) | -26.9* |
| Cc1ccc(-n2nc(C)c(C3C(C#N)=C(N)Oc4c3c(=O)oc3ccccc43)c2Cl)cc1 (stereo unspecified) | 1.4 |
| Cc1nnc2ccc(N3CCN(C)CC3)nn12 | -0.6 |
| Cc1c(P(=S)(c2ccccc2)c2ccccc2)[n+]2ccccc2n1C | -0.9 |
| CN1CCN(c2cccc3c2C(=O)c2ccccc2C3=O)CC1 | -5.5 |
| O=C1NC(=O)N(c2ccc(F)cc2)C(=O)/C1=C/c1ccc2c(c1)CCCN2Cc1ccccc1 | -7.2 |
| CN(C)c1ccc(/C=C/C=C2/C(=O)NC(=O)N(c3ccccc3)C2=O)cc1 | 4.8 |
| COc1ccc(N2C(=O)/C(=C/C=C/c3ccccc3[N+](=O)[O-])C(=O)NC2=S)cc1 | 0.0 |

An excerpt from above in order of length of the SMILES, smallest number first:
| Compound | MEX-5 binding |
| --- | --- |
| O=C1NC(=S)NC(=O)C1=Cc1cccn1-c1ccc(O)cc1 | -3.9 |
| Cc1c(P(=S)(c2ccccc2)c2ccccc2)[n+]2ccccc2n1C | -0.9 |
| COc1cc(-n2c(=S)[nH]c3ccc(C)cc3c2=O)c(Cl)cc1Cl | 1.3 |

Reformatted: entries from further up
CN1CCN(c2cccc3c2C(=O)c2ccccc2C3=O)CC1
  MEX-5 binding: -5.5

O=C1NC(=O)N(c2ccc(F)cc2)C(=O)/C1=C/c1ccc2c(c1)CCCN2Cc1ccccc1
  MEX-5 binding: -7.2

Screening data from PubChem BioAssay.
